# KB-3-1 cytotox = qHTS assay for MDR1-selective chemotherapeutics: Primary screen using the parental adenocarcinoma cell KB-3-1; KB-3-1 viability, CellTiter-Glo ATP luminescence, 72 h; Potency, µM (top dose mostly 46.1 µM), inactives show at the highest dose activity change, negative = cytotoxic, hits mostly cytotoxic; hit rate 1.4% among 400,000; AID 1347075, 2019; further: potency means the concentration at half of the fitted maximal effect; on the % scale 0 is the no-effect control and ±100 the full control effect; nearly all actives have a fitted effect of over 60% in size
#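 Multi-concentration cytotoxicity screen in KB-3-1 cells grown in DMEM lacking phenol red with 10% FBS. After 72 h at 37 °C with compound, ATP-dependent luminescence was recorded.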
# IL1B secr inh = qHTS for Inhibitors of Inflammasome Signaling: IL-1-beta AlphaLISA Primary Screen; THP-1 LPS/ATP IL-1B secretion, AlphaLISA, 16 h; active compounds read low; activity change, % at 57.5 µM; hit rate 4.7% among 360,000; in the data active means activity change below about -50%; inconclusive means mostly about -30% to -49%; further: on the % scale 0 is the no-effect control and ±100 the full control effect
#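 THP-1 cells pretreated 1 hr with compounds (up to 57.5 uM final), then stimulated with LPS (250 ng/mL final) plus ATP (1.25 mM final); secreted IL-1B measured by AlphaLISA after 16 hr, decreased signal indicating inhibition.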
# ATXN viability = Viability Counterscreen for Primary qHTS for Inhibitors of ATXN expression; S2 cells (HEK-293 line with an ATXN2-luciferase reporter) viability, CellTiter-Fluor protease fluorescence, 24 h; Potency, µM (titrated, usually from 56.7 µM), usual class: cytotoxic; hit rate 0.49% among 400,000; further: potency means the concentration at half of the fitted maximal effect; nearly all actives have a fitted effect of over 40% in size
# HT1080-NT tox = qHTS for induction of synthetic lethality in tumor cells producing 2HG: qHTS for the HT-1080-NT fibrosarcoma cell line | HT-1080-NT fibrosarcoma viability, CellTiter-Glo ATP luminescence, 48 h | Potency, µM (titrated, usually from 46.1 µM), without a hit: top-dose activity, negative = less viability, usual class: cytotoxic | hit rate 1.6% among 360,000;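 further: NT is the 2HG producing partner of a matched IDH1 knockdown line; potency means the concentration at half of the fitted maximal effect; 0% = DMSO-treated cells and -100% = media-only wells without cells; nearly all actives have a fitted effect of over 55% in size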
#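 Viability of the 2HG-overproducing fibrosarcoma line after 48 hours of compound exposure at 37 degrees C was determined by luminescence with CellTiter-Glo, and concentration-effect curves were then fitted and categorized.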
# MCF10A rerep = A quantitative high throughput screen for small molecules that induce DNA re-replication in MCF 10a normal breast cells | MCF 10A DNA re-replication, Hoechst nuclear intensity, 48 h | AID 624296, 2012 | hit rate 2.9% among 350,000 | Potency, µM (titrated, usually from 46.1 µM), without a hit: at the top dose activity, positive = re-replication, most hits filed as activators; further: potency means the concentration at half of the fitted maximal effect; % of control where 0% means no effect; nearly all actives have a fitted effect of over 50% in size
# HT1080 IDH1KD tx = qHTS for induction of synthetic lethality in tumor cells producing 2HG: qHTS for the HT-1080-IDH1KD cell line. HT-1080 IDH1 knockdown viability, ATP luminescence, 48 h. Potency, µM (top dose mostly 46.1 µM), inactives show top-dose activity, negative = toxicity, actives largely listed as cytotoxic. hit rate 2% among 360,000;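 further: potency means the concentration at half of the fitted maximal effect; 0% = DMSO wells and -100% = cell-free medium wells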
#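 Assay cells: HT-1080 with IDH1 knockdown, 750 per well, RPMI/5% FBS. Exposure: 48 h at 37 °C following 2 h pre-incubation. Read: CellTiter-Glo luminescence; fitted concentration-response, curve class assigned.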
# KB-V1 MDR tox = qHTS assay for MDR1-selective chemotherapeutics: Primary screen using the drug-selected MDR subline cells KB-V1; KB-V1 MDR cells viability, CellTiter-Glo, 72 h; Potency, µM (doses to about 46.1 µM), inactives show at the top dose activity change, negative = cytotoxicity, actives largely listed as cytotoxic; hit rate 3.4% among 400,000; AID 1347076, 2019; further: potency means the concentration at half of the fitted maximal effect; on the % scale 0 is the no-effect control and ±100 the full control effect; nearly all actives have a fitted effect of over 60% in size
#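 KB-V1 cells (P-gp-expressing MDR subline of KB-3-1) in phenol-red-free DMEM with 10% FBS were exposed to library compounds over a concentration series for 72 h at 37 degrees C. Viability read by CellTiter-Glo luminescence; concentration-effect curves fitted after normalization.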
# SW480 rerep = A quantitative high throughput screen for small molecules that induce DNA re-replication in SW480 colon adenocarcinoma cells; SW480 DNA re-replication, Hoechst DNA content imaging, 48 h; Potency, µM (highest dose often 46.1 µM), for the others: at the top dose re-replication activation, actives largely listed as activators; hit rate 1.8% among 340,000; further: potency means the concentration at half of the fitted maximal effect; % of control where 0% means no effect; nearly all actives have a fitted effect of over 55% in size
#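 SW480 cells exposed to compounds for 48 hr at 37 C, 5% CO2, then Hoechst-stained 40 min. Nuclear DNA content imaged by fluorescence scanning (405 nm excitation, 500-530 nm emission); re-replication scored as increased high-intensity nuclei.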
# ATXN2 expr inh = Primary qHTS for Inhibitors of ATXN expression. HEK-293 ATXN2-luciferase reporter, luminescence, 24 h. Potency, µM (doses to about 57 µM), inactives show at the top dose activity change, negative = inhibition, most hits filed as inhibitors. hit rate 0.72% among 360,000. AID 1745845, 2022; further: potency means the concentration at half of the fitted maximal effect; on the % scale 0 is the no-effect control and ±100 the full control effect; nearly all actives have a fitted effect of over 55% in size
#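 qHTS (up to 57 uM final) was run with 24 h compound exposure of reporter cells at 37 °C. Each well was multiplexed: SteadyGlo luminescence measured ATXN2-luciferase expression after a fluorogenic Gly-Phe-AFC viability readout (25 uM final).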
# The depositor's hits bear a star; i = inactive; ? = inconclusive; . = not tested or not shown; & = joins results of further samples; [ ] = dose if it differs, or a comment. Unless noted, the call rests on the fitted dose curve; in most records, active means well fitted curve in the direction sought with a large enough effect; inconclusive means small, poorly fitted or top-dose-only effect, or another doubt; inactive means no such curve, though single readings can be large; an effect the other way counts as inactive or inconclusive.
SMILES,KB-3-1 cytotox,IL1B secr inh,ATXN viability,HT1080-NT tox,MCF10A rerep,HT1080 IDH1KD tx,KB-V1 MDR tox,SW480 rerep,ATXN2 expr inh
Cc1cc(C)c(C(=O)Nn2c(C)nc3ccccc3c2=O)cc1C,8%,-6,i,1%,-3%,3%,-19%,-17%,5%
COc1cccc(C(CNc2ccc(S(=O)(=O)N3CCN(C)CC3)cc2[N+](=O)[O-])N(C)C)c1 (stereo unspecified),-8%,-16,i,-8%,15%,-14%,?,-1%,-1%
O=C(c1ccccc1Oc1ccc([N+](=O)[O-])cc1)N1CCOCC1,-3%,?,i,-2%,-29%,2%,-13%,-7%,-7%
Cc1ccccc1-c1nc(CN2CCC(C(=O)O)CC2)c(C)o1,9%,-7,i,3%,16%,3%,?,-4%,-2%
COc1ccc(/C(C)=N/NC(=O)c2ccc(CSc3cccc4cccnc34)cc2)cc1OC,?,-16,i,0%,22%,-30%,?,3%,5%
COC(=O)[C@H](C)NC(=O)NC1CCCc2ccccc21 (stereo partly specified),2%,9,i,3%,-8%,-28%,1%,-3%,0%
CC1(C(=O)NS(=O)(=O)c2cccc(F)c2)CCN1C(=O)c1cccc(F)c1 (stereo unspecified),0%,11,i,6%,.,4%,0%,.,2%
CCC(=O)N1c2ccc(S(=O)(=O)CCC(=O)Nc3ccc(OC)cc3OC)cc2CC1C (stereo unspecified),2%&5%,-4,?,6%,3%,10%,6%&-16%,-34%[inhibitor],11%
Cc1cccc(C)c1NC(=O)NCCCN1CCN(c2ccccc2)CC1,20%&-16%,0,i,10%,-9%,0%,?,-3%,-2%&6%
CCC1C(=O)C[C@H]2CCN3C(=O)CCCC1C23 (stereo partly specified),15%,11,i,13%,2%,12%,?,3%,7%
Fc1ccccc1SCc1nnc(-c2ccccc2Br)o1,4%,-18,?,-3%,3%[9.22 µM],-3%,-15%,1%,77%[activator]
CCc1ccc(N2C(=O)C(Cl)=C(N3CCCCCC3)C2=O)cc1,-2%,19,i,13%,-1%,4%,0%,3%,-16%
CCCCn1c(-c2ccco2)nc2ccccc2c1=O,-11%,10,i,-5%,8%,0%,-19%,-8%,1%
COc1ccc(CC(=O)Nc2ccc(-c3nnc(-c4ccccc4)o3)cc2)cc1,-4%,-3,i,-3%,0%,1%,11%,8%,-23%
COc1ccc(OC)c(S(=O)(=O)Nc2c(F)cccc2F)c1,-6%,12,i,-2%,5%,-2%,20%,-3%,0%
CCOc1cccc(OCCCCN2CCCCC2)c1,11%,0,i,0%,12%,1%,11%,-1%,-6%
Cc1ccc(S(=O)(=O)N2CCN(C(=O)c3cccs3)CC2)cc1C,-7%,-7,?,0%,-28%,0%,?,0%,-18%[11.3 µM]
CCC(C)[C@@H](CN)NCC1(c2ccccc2)CC1 (stereo partly specified),-3%,-9,i,-9%,-8%,-6%,0%,-4%,-11%
Cc1ccc(S(=O)(=O)C(C#N)c2nc3ccccc3nc2OC(C)C)cc1 (stereo unspecified),-4%,53,i,8%,-2%,-7%,?,3%,-15%
O=C(C(c1ccccc1)c1ccccc1)N1CCN(Cc2ccccn2)CC1,6%,6,i,-1%,3%,0%[9.24 µM],?,1%,-2%

# Reprinted from the part before: 2 entries, followed by the next part.
SMILES,KB-3-1 cytotox,IL1B secr inh,ATXN viability,HT1080-NT tox,MCF10A rerep,HT1080 IDH1KD tx,KB-V1 MDR tox,SW480 rerep,ATXN2 expr inh
Cc1ccc(S(=O)(=O)C(C#N)c2nc3ccccc3nc2OC(C)C)cc1 (stereo unspecified),-4%,53,i,8%,-2%,-7%,?,3%,-15%
O=C(C(c1ccccc1)c1ccccc1)N1CCN(Cc2ccccn2)CC1,6%,6,i,-1%,3%,0%[9.24 µM],?,1%,-2%
COc1cc(/C=N\NC(=O)CC(=O)NCCc2ccccc2)ccc1O,0%,35,i,-6%,-7%,-5%,-2%,?,-12%
COc1ccc(N2CCN(C(=O)c3cnn(-c4ccc(F)cc4)c3-n3cccc3)CC2)cc1,?,.,i,.,.,.,?,.,6%
COc1ccc(-c2coc3c(C(=O)NCc4cccc(Cl)c4)cccc23)c(C)c1,-12%,-11,i,?,.,-6%,?,.,-21%
COc1ccc(S(=O)(=O)N2CCCCC2)cc1NC(=O)c1cc(C)on1,18%,19,i,0%,?,1%,0%,3%[1.84 µM],4%
CC(C)OCC(O)CN (stereo unspecified),-5%,0,i,-2%,-1%,2%,17%,-15%,0%
O=C(COc1cccc(Br)c1)Nc1ccc(Cl)c(S(=O)(=O)N2CCOCC2)c1,-7%,?,?,16µM*,?,-10%,?,-1%,?
COc1ccccc1OC(C)C(=O)N1CCC(Cc2ccccc2)CC1 (stereo unspecified),-11%,-72*,i,-9%,5%,-4%,?,-2%,?
C/C(=N\NC(=O)C(=O)Nc1cccc(Cl)c1)c1ccncc1,15%,-2,?,11%,8%,29%,?,-4%,4%
COc1ccc(C2CC(c3ccccc3)=NN2C(=O)COC(=O)c2ccc(Cl)nc2)cc1 (stereo unspecified),7%,-3,i,-3%,0%,-1%,-24%,18%,6%
CCOC(=O)c1ccc2nc3c(cc2c1)CCS3,-1%,52,i,-22%,-3%,?,1%,17%,77%[activator]
O=C(NOCc1ccccc1)c1ccccc1,9%,18,i,-2%,-6%,2%,19%,4%,-18%
CSc1ccc(CCNC(=O)CCc2nnc3ccc(N4CCC5(CC4)OCCO5)nn23)cc1,8%,0,i,-2%,?,-4%,18%,21%,-13%
O=C(O)C(Cc1ccc(O)cc1)N1C(=O)c2ccccc2C1=O (stereo unspecified),?,-9,i,0%,4%,-2%,-2%,3%,-12%
Cc1occc1C(=O)N1CCN(c2ccc(Cl)c(Cl)c2)CC1,0%,-23,i,0%,-5%,-17%,23µM*,8%,-17%
COC(=O)c1ccccc1CSc1nsc(/C=C/N(C)C)c1C#N,9%,-5,i,10%,-2%,8%,-1%,1%,-8%
O=C(C1=C(O)C(=O)N(CCc2ccccc2)C1c1cccs1)c1ccco1 (stereo unspecified),2%,109,i,-7%,-2%,-2%,?,-8%,4%
Cc1cc(C)nc(NC(=O)Cc2cccs2)n1,-2%,0,i,10%,-2%,15%,15%,0%[9.22 µM],8%
O=C(NC1CCCCC1)c1ccccc1NC(=S)NC(=O)C1CCC1,13%,-11,i,7%,-25%,11%,2%,-1%,-5%
COc1ccc(NC(=O)C2(C)Cc3c(-c4ccc(N(C)C)cc4)ccnc3O2)cn1 (stereo unspecified),?,-6,i,?,.,?,?,.,-10%
CCOC(=O)c1cnc2ccc(Cl)cc2c1NCCN(C)C,-2%,0,i,-1%,5%,3%,-3%,1%,-12%

# Single records, as listed above. Values in the order: KB-3-1 cytotox, IL1B secr inh, ATXN viability, HT1080-NT tox, MCF10A rerep, HT1080 IDH1KD tx, KB-V1 MDR tox, SW480 rerep, ATXN2 expr inh
# Results for `COC(=O)c1ccccc1CSc1nsc(/C=C/N(C)C)c1C#N` : 9%, -5, i, 10%, -2%, 8%, -1%, 1%, -8%
# Results for `COc1ccc(NC(=O)C2(C)Cc3c(-c4ccc(N(C)C)cc4)ccnc3O2)cn1` (stereo unspecified) : ?, -6, i, ?, ., ?, ?, ., -10%
# Results for `CCOC(=O)c1cnc2ccc(Cl)cc2c1NCCN(C)C` : -2%, 0, i, -1%, 5%, 3%, -3%, 1%, -12%
# Results for `O=C(O)C(Cc1ccc(O)cc1)N1C(=O)c2ccccc2C1=O` (stereo unspecified) : ?, -9, i, 0%, 4%, -2%, -2%, 3%, -12%
# Results for `CSc1ccc(CCNC(=O)CCc2nnc3ccc(N4CCC5(CC4)OCCO5)nn23)cc1` : 8%, 0, i, -2%, ?, -4%, 18%, 21%, -13%

# Other records.
SMILES,KB-3-1 cytotox,IL1B secr inh,ATXN viability,HT1080-NT tox,MCF10A rerep,HT1080 IDH1KD tx,KB-V1 MDR tox,SW480 rerep,ATXN2 expr inh
O=C(O)CCN1CC2([N+](=O)[O-])CC=C(OCCO)C([N+](=O)[O-])(C1)C2 (stereo unspecified),4%,11,i,2%,0%,15%,10%,3.7µM*,0%
Nn1cc(-c2ccccc2)nc1SCC(=O)N1CCN(S(=O)(=O)c2ccc(Cl)cc2)CC1,5%,-11,i,-2%,21%,-5%,?,3%,-5%
COc1cc(C(=O)NCc2cccs2)ccc1OCc1c(C)noc1C,2%,-1,i,13%,10%,15%,-18%,-23%,23%
COCCn1c(SCc2c(F)cccc2Cl)nc2c1c(=O)[nH]c(=O)n2C,15%,20,i,-1%,-182%[0.0737 µM],-11%,-13%,-11%,-5%
c1ccc(CN2CCC(N3CCN(Cc4ccc5c(c4)OCO5)CC3)CC2)cc1,-23%,-27,i,4%,21µM*,7%,?,-1%,-3%
CCN(CC(=O)NC(c1ccccc1)c1ccccc1)Cc1nc2ccccc2c(=O)[nH]1,-3%,-10,i,-16%,?,-28%,-3%,-2%[9.22 µM],8%
CCCc1cc(=O)oc2cc(C)cc(OCC(=O)Nc3ccc(CN4CCOCC4)cc3)c12,0%,0,i,?,?,?,?,-15%,-29%

# Assay outcomes: PubChem, National Center for Advancing Translational Sciences (NCATS)
